# RMI-FANCM inh – disruptors of RMI1/RMI2 association with MM2 peptide – biochemical, fluorescence polarization, human, primary screen | RMI core complex (RMI1/RMI2) binding to FANCM MM2 peptide, human | RMI core complex with F-MM2 peptide; stronger effect = lower value | FP signal (polarization) at 33 µM | actives 0.58% (n = 70,000); in the data active = FP signal below about 40; note: inactives centre near 61; strong numbers were not always called active; unit not given here
# Numbers without * were called inactive.
Compound	RMI-FANCM inh
CCN(CC)c1ccc(NC(=O)c2ccc(=O)n(Cc3cccc(F)c3)n2)c(C)c1	58
Cc1cc(C)n(-c2nc3c(c(=O)n(C)c(=O)n3C)n2Cc2ccc(Cl)cc2Cl)n1	58
O=C1CCc2cc(S(=O)(=O)N3CCC4(CC3)OCCO4)cc3c2N1CC3	52
Cc1ccc(N(C)S(=O)(=O)c2c(-c3ccccc3)csc2C(=O)NCc2ccccn2)cc1C	60
Cn1c(=O)c2c(SCCC3OCCO3)nc(C3CCCCC3)nc2n(C)c1=O	58
COc1ccc(OCC2CN=C(Nc3ccc(C)cc3)S2)cc1 (stereo not drawn)	55
CCn1nnc2c(NCC(OC)OC)ncnc21	56
Cc1ccc(-n2ncc3c(C)nnc(SCC(=O)Nc4ccc5c(c4)OCO5)c32)cc1C	64
COC(=O)c1c(-c2ccccc2)csc1NC(=O)CN1CCN(C)CC1	72
O=C(NCC(=O)N1CCOC(c2ccccc2)C1)c1cccs1 (stereo not drawn)	75

# New compounds follow
Compound	RMI-FANCM inh
O=C(NCC1CCCO1)C(=O)Nc1ccc(N2CCCS2(=O)=O)cc1 (stereo not drawn)	60
COc1ccc(NC(=O)c2c(N)c(C(=O)c3ccc(C(C)C)cc3)n3ccccc23)cc1	80
COc1cc(OC)cc(-c2noc(Cn3ccn4nc(-c5ccc(C)cc5)cc4c3=O)n2)c1	63
Fc1ccc(-n2c(-c3ccccc3)c[nH]c2=S)cc1	60
CC(C)(C)S(=O)(=O)/C(C#N)=C/c1cc2ccccc2o1	60
Cc1ccc(NC(=O)C(=O)NCCCN2CCN(c3ccccc3)CC2)cc1	61
Cc1c(C(=O)NCc2ccco2)cc(-c2ccccc2)n1CCCN1CCOCC1	55
CCc1cnc2c(c1NCCc1c[nH]c3ccccc13)c(=O)n(C)c(=O)n2C	60
O=C(NCCOc1ccc(-c2ccc(F)cc2)nn1)Nc1ccc(Cl)cc1	86
CN(C)c1ccc(P(=O)(OCc2ccccc2)C(O)c2ccccc2)cc1 (stereo not drawn)	56

# (list continues)
Compound	RMI-FANCM inh
Cc1ccc(S(=O)(=O)CCCC(=O)Nc2cc(C)no2)cc1	67
Cc1ccc(S(=O)(=O)N2CCN(S(=O)(=O)N3CCCC3)CC2)cc1C	62
COC(=O)c1csc2c(C(F)(F)F)cc(N3CCN(S(=O)(=O)c4ccc(C)cc4)CC3)nc12	58
CS(=O)(=O)N1CCCC1C(=O)Nc1cccc(-c2nc3ccccc3o2)c1 (stereo not drawn)	63
COc1cccc(N2C(=O)C3N=NN(Cc4nc(-c5cccc(Cl)c5)oc4C)C3C2=O)c1 (stereo not drawn)	59
COc1cccc(OC)c1C(=O)NCCOc1ccc2nnc(-c3ccc(F)cc3)n2n1	68
Cc1nc(-c2ccc(F)cc2)sc1CCNC(=O)C(=O)Nc1cccc([N+](=O)[O-])c1	64
O=C(Nc1ccc(OCc2ccccc2)cc1)OCCn1ncc2ccccc2c1=O	64
CCCc1[nH]nc2c1C(c1ccoc1)C(C#N)=C(N)O2 (stereo not drawn)	67
COc1cc(C(=O)Nc2nnc(-c3cccc(S(C)(=O)=O)c3)o2)cc(OC)c1OC	64

# The final six records of the section before lead into the next.
Compound	RMI-FANCM inh
COc1cccc(N2C(=O)C3N=NN(Cc4nc(-c5cccc(Cl)c5)oc4C)C3C2=O)c1 (stereo not drawn)	59
COc1cccc(OC)c1C(=O)NCCOc1ccc2nnc(-c3ccc(F)cc3)n2n1	68
Cc1nc(-c2ccc(F)cc2)sc1CCNC(=O)C(=O)Nc1cccc([N+](=O)[O-])c1	64
O=C(Nc1ccc(OCc2ccccc2)cc1)OCCn1ncc2ccccc2c1=O	64
CCCc1[nH]nc2c1C(c1ccoc1)C(C#N)=C(N)O2 (stereo not drawn)	67
COc1cc(C(=O)Nc2nnc(-c3cccc(S(C)(=O)=O)c3)o2)cc(OC)c1OC	64
COCCn1c(=NC(=O)c2cc(C)on2)sc2c(OC)ccc(OC)c21	57
COCCn1c(SCc2ccc(C)cc2)nc2cc(C(=O)NC3CCCC3)ccc2c1=O	65
Cc1cccc(NC(=O)CCCn2nc(-c3ccco3)ccc2=O)c1C	61
Cc1ccc(/C=C(/C#N)C(=O)Nc2ccc([N+](=O)[O-])cc2)o1	66
Cn1cnc2c(NCc3ccccc3)nc(NCCO)nc21	60
Cc1ccc(-c2cc3c(=O)n(Cc4nc(-c5cccc(Cl)c5)oc4C)ccn3n2)cc1	68
C/C(=C\c1cccs1)[N+](=O)[O-]	54
O=C(Nc1cc(C(F)(F)F)ccc1Cl)c1cc2cc([N+](=O)[O-])ccc2s1	50
Cc1sc(NC(=O)c2cc(-c3cccs3)nc3ccccc23)c(C#N)c1C	88
Cc1cc(N2CCN(c3ccccc3F)CC2)nc(-n2cc([N+](=O)[O-])cn2)n1	56

# Some of these compounds in order of their number in RMI-FANCM inh, rising:
Compound	RMI-FANCM inh
COCCn1c(=NC(=O)c2cc(C)on2)sc2c(OC)ccc(OC)c21	57
COCCn1c(SCc2ccc(C)cc2)nc2cc(C(=O)NC3CCCC3)ccc2c1=O	65
Cc1ccc(/C=C(/C#N)C(=O)Nc2ccc([N+](=O)[O-])cc2)o1	66

# The results go on:
Compound	RMI-FANCM inh
COc1cccc(C2Nc3ccccc3C(=O)N2NS(=O)(=O)c2ccc(C)cc2)c1O (stereo not drawn)	55
CCN1CCCc2cc(CCNC(=O)c3ccc4c(c3)OCO4)ccc21	68
CCNC(=O)c1csc(NC(=O)c2ccc(Cl)cc2)n1	64
CCc1ccccc1NC(=O)NCCn1nc(-c2cccnc2)ccc1=O	64
COC(=O)c1ccccc1SC1CC(=O)N(CCc2ccccc2)C1=O (stereo not drawn)	64
CC(=O)OCC(=O)[C@@]1(O)CC[C@H]2[C@@H]3CCC4=CC(=O)CC[C@]4(C)[C@H]3[C@@H](O)C[C@@]21C	60
N#CC1=C(N=Cc2cc(Cl)cc(Cl)c2O)CCC1	35
O=S1(=O)CCC(NS(=O)(=O)c2ccc(Cl)cc2)C1 (stereo not drawn)	57
CCOC(=O)c1nn(-c2ccc(C)cc2)c(=O)cc1NC(=O)c1c(F)cccc1Cl	61
Cc1cc(O)c(C(c2ccco2)c2c(O)cc(C)n(C)c2=O)c(=O)n1C	53

# Following part
Compound	RMI-FANCM inh
CCOc1ccsc1C(=O)NNC(=O)c1ccc(Cl)cc1	47
COC(=O)c1csc(S(=O)(=O)NCc2nn(-c3ccccc3)nc2C)c1OC	56
Cc1ccc(N2C(=O)C3N=NN(c4ccc(Cl)cc4)C3C2=O)cc1F (stereo not drawn)	61
Cc1cc(C)c(NC(=O)CN2C(=O)CSCC2=O)c(C)c1	56
COc1ccc(CCNC(=O)c2sc(=S)n(-c3cc(Cl)ccc3OC)c2N)cc1OC	64
O=C(Nc1ccc(Cl)c(Cl)c1)N1CCN(c2ccc3nncn3n2)CC1	74
COC(=O)c1cc(-c2nc(-c3ccc(Cl)cc3Cl)cs2)c(SC)s1	61
O=C1C(=O)N(CN2N=C(c3ccc(Br)cc3)CC2c2ccccc2Cl)c2ccccc21 (stereo not drawn)	66
Cc1ccc(C)c(S(=O)(=O)N=C2C=C(Sc3nc4ccccc4s3)C(=O)c3ccccc32)c1	53
OC[C@H](O)[C@H](O)[C@@H](O)C1Nc2ccccc2S1 (stereo partly drawn)	60

# Next compounds follow:
Compound	RMI-FANCM inh
COC(=O)c1ccc(CSc2nnc(-c3ccc4ncccc4c3)n2C)cc1	55
COC(=O)c1ccccc1NC(=O)Cn1cnc2c(sc3ccccc32)c1=O	71
O=C(COc1ccccc1)Nc1ccc2c(c1)CN(C(=O)C1CC1)CC2	67
COc1ccc(OC)c2sc(N3CCN(c4ccccc4)CC3)nc12	58
NC(=O)c1ccccc1NC(=O)c1ccc(=O)n(Cc2ccc(F)cc2)n1	66
Cc1cc(S(=O)(=O)NCCOc2ccc3nnc(-c4cccc(F)c4)n3n2)ccc1F	65
CSc1nnc(NC(=O)NC(C)(C)C)s1	56
COc1ccc(NC(=O)CSCC(=O)O)c(N2CCOCC2)n1	57
O=c1[nH]c(SCc2ccccn2)nc2c1cnn2-c1cccc(Cl)c1	64
COc1ccc(NC(=O)Cn2cc(C(=O)c3ccc(F)cc3)c(=O)c3cc4c(cc32)OCO4)c(OC)c1	89

# More compounds follow:
Compound	RMI-FANCM inh
Cc1nc(-c2cccnc2)sc1-c1ccc(SCc2ccc(C(F)(F)F)cc2)nn1	82
CCOc1ccc(C(=O)Nc2ccc3c(c2)N(CCC(C)C)C(=O)C(C)(C)CO3)cc1	72
O=C(c1ccc(F)cc1)C1CCN(Cc2cn[nH]c2-c2ccc(F)cc2)CC1	73
COc1ccccc1CCNC(=O)C(=O)Nc1ccc(N2CCCS2(=O)=O)cc1	114
O=C(Nc1cc([N+](=O)[O-])ccc1O)Oc1ccccc1	58
Cn1nccc1C(=O)N(CC1CCCO1)c1nc2c(F)cccc2s1 (stereo not drawn)	71
O=C(NCCCN1CCN(c2ccccc2)CC1)c1ccc(F)cc1	65
CCN(CC)C(=S)SCC(=O)Nc1ccc(OC)cc1	58
Cc1nc2c(=O)n(Cc3c(F)cccc3Cl)nc(-c3cccs3)c2s1	64
CCN(C(=O)Nc1c[nH]c2ccccc12)c1ccccc1C	50

# Additional entries:
Compound	RMI-FANCM inh
C[n+]1ccc(CCc2cc[n+](C)cc2)cc1	56
COC(=O)c1ccc(NC(=O)c2cc(=O)c(OC)cn2C)cc1	63
Cc1c(C(=O)OCc2ccccc2Cl)nnn1-c1ccc(Br)cc1	86
Cc1cccc(OCc2nnc(-c3ccccc3)o2)c1	58
N#CC1CN(Cc2cccs2)CN(Cc2cccs2)C1	58
Cc1cccc(S(=O)(=O)Nc2ccc3c(c2)CN(S(=O)(=O)c2ccccc2)CC3)c1	76
O=C(CNC(=O)c1ccccc1C(F)(F)F)N/N=C\c1cccs1	63
Nc1nnc(-c2ccco2)o1	68
Cc1ccc(N2CC(c3nc(-c4ccc5c(c4)OCO5)no3)CC2=O)cc1F (stereo not drawn)	64
CC(C)(C)SCCNS(=O)(=O)c1ccc(Cl)cc1	55

# Additional structures follow.
Compound	RMI-FANCM inh
Cc1ccc(NC(=O)NCC(C)N2CCCC2)cc1Cl (stereo not drawn)	65
Cc1cc(C)cc(-n2nnc(C(=O)OCc3ccccc3Cl)c2C)c1	67
O=C(O)CSCC(=O)Nc1ccc(Oc2ccc(OC(F)(F)F)cc2)cc1	54
COC(=O)c1cc(C)nc(Sc2ccccc2NC(=O)Nc2ccc(Cl)cc2)n1	63
NC(=O)c1c(NC(=O)c2cccc(Br)c2)sc2c1CCCC2	63
Cc1n[nH]c(C)c1Sc1nnnn1-c1ccccc1	66
CC(=O)Nc1cccc(Cl)c1	42
Cc1ncc([N+](=O)[O-])n1CCOC(=O)c1ccc(Cl)cc1Cl	52
COc1ccc(CCC(=O)N2CCN(Cc3nc(C(C)(C)C)cs3)CC2)cc1	64
O=S(=O)(c1ccc(F)c(Cl)c1)N1CCN(c2ccccc2F)CC1	57

# Following part
Compound	RMI-FANCM inh
O=C(CNC(=O)c1c(F)cccc1Cl)N/N=C\c1c[nH]c2ccccc12	59
Cc1ccc(Nc2nc(NCCCOC(C)C)nc3c2cnn3-c2ccccc2)cc1C	55
COCC(C)Nc1ncnc2nc[nH]c12 (stereo not drawn)	61
CCOc1ccc(C(=O)NCC2CCCN2S(=O)(=O)c2cccs2)cc1 (stereo not drawn)	56
Fc1cccc(F)c1CN1CC=CCC1	54
Cc1ccc(S(=O)(=O)N(C)CCCC(=O)N2CCOCC2)cc1	62
CN1C(=O)C(=C2C=C(c3ccccc3)OC3=C2CCCC3)C(=O)N(C)C1=O	65
COc1ccc(-c2cc(N)on2)cc1	69
Cn1nc(-c2cccc(NC(=O)Nc3ccccc3)c2)ccc1=O	70
Cc1ccc(C(=O)Nc2nsc(-c3ccccc3)n2)cc1	76

# Remaining list, next part:
Compound	RMI-FANCM inh
C=CCNC(=O)C(=O)NCC(c1ccc2c(c1)CCCN2C)N(C)C (stereo not drawn)	70
CCOC(=O)C1CCN(C(=O)Cc2csc(Nc3cccc(C(F)(F)F)c3)n2)CC1	67
CNC(=O)c1ccsc1NC(=O)c1ccc(Br)s1	81
CC(=O)c1sc(NC(=O)/C=C/c2ccc([N+](=O)[O-])cc2)nc1C	72
COC(=O)c1ccccc1-n1c(=O)c2ccccc2c2ccccc2c1=O	61
Cc1ccc(C)c(N2CCN(S(=O)(=O)c3ccsc3C(=O)n3nc(C)cc3C)CC2)c1	64
COc1ccc(S(=O)(=O)N2CCOCC2)cc1C(=O)Nc1nc(C)cc(C)n1	61
Cc1cc(OC(=O)c2c(-c3ccccc3)noc2C)n(-c2ccccc2)n1	54
COc1ccc(C(=O)Nc2cc(-c3ccccc3)sc2C(N)=O)cc1OC	63
CCOc1ccc(S(=O)(=O)N2CCN(c3ccc4nnc(C)n4n3)CC2)cc1	68

# (listing goes on)
Compound	RMI-FANCM inh
O=C(COc1ccc(Oc2ccccc2)cc1)Nc1ccc(F)cc1	63
CCN1C(=O)Cc2cc(NC(=O)c3c(-c4ccccc4Cl)noc3C)ccc21	68
O=C(Cc1cn(Cc2ccccc2)c2ccccc12)NCc1ccc2c(c1)OCO2	78
CCOc1ccc(NC(=O)CSc2ncc(-c3cccc(Cl)c3)o2)cc1	92
COc1cc([N+](=O)[O-])cc2cc(C(=O)Oc3cccc4cccnc34)c(=O)oc12	56
O=c1ccc(-c2ccncc2)nn1CCCNS(=O)(=O)c1cccs1	67
COc1ccc2sc(NCCN3CCOCC3)nc2c1	69
COc1ccc(C(=O)CSc2nc(CC(=O)NCc3c(F)cccc3F)cs2)cc1	62
Cc1ccc(-c2csc(/C(C#N)=N/Nc3ccc(Cl)cc3Cl)n2)cc1	76
Cc1csc(-c2ccc(Oc3ccc(Cl)cc3)nc2)n1	58

# Carrying on.
Compound	RMI-FANCM inh
CC1CCN(S(=O)(=O)c2ccc(C(=O)Nc3nc4ccccc4s3)cc2)CC1	80
CSc1ccc(Cc2nnc(NC(=O)C34CC5CC(CC(C5)C3)C4)o2)cc1	63
Cc1cc(-c2nnc(NC(=O)c3ccc(Cc4ccccc4)cc3)o2)nn1C	68
CCCCOc1ccc(C(=O)NCC2CCN(C(C)C)CC2)cc1	80

# These rows are one share of the data (hit frequency here may not be typical).
